Screening results as filed in PubChem.
AID1053144: TCF/LEF reporter activation in neural progenitors – cell-based, iPS-derived NPC, luciferase, Wnt3a, cherry-pick, dose response (AID 1053144); 3,400 tested, 4.8% active; AC30 in µM for hits, for the others activation, % at the top dose, mostly 26 µM; NPC TCF/LEF luciferase reporter, Wnt3a EC25, 24 h;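 active means fitted curve reaches 30% activation at a concentration no higher than the top valid tested dose, luminescence rising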;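 further: wnt3a stimulus is conditioned medium from Wnt3a-transfected mouse L cells at 5% in well; 0% = neutral control wells and 100% = CHIR-99021 positive control wells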
* hit, by the source's call. Some of the compounds tested, so the mix of outcomes need not match the whole.

smiles	AID1053144
Fc1ccc(-n2nnc(-c3ccnc4ccccc34)n2)cc1	10.9%
O=C(Nc1nc2cc3c(cc2s1)OCO3)C1CCCCC1	11.6%
O=C(OCC(=O)N1CCOCC1)c1ccc2ccccc2c1O	9.5%
Cc1ccc2oc(Nc3nc(C)cc(C)n3)nc2c1	23.6%
Cn1nc(-c2ccccc2)nc1-c1ccccc1	9.4%
Oc1cccc(/C=C/c2ccc3cccc(O)c3n2)c1	-3.6%
COC(=O)c1cnc(SCC(=O)c2ccccc2)n1C	3.2%
CCOc1cc(C2C(C(=O)N3CCCCC3)=C(C)NC3=C2C(=O)CC(C)(C)C3)ccc1O (centres undefined)	-0.9%
COc1ccccc1/C=C/C(=O)Oc1cccc2cccnc12	-3.7%
CSc1nccc(N/N=C/c2ccccc2)n1	9.5%
CC(C)=CC(=O)Nc1ccc(Cl)cc1	11.1%
O=c1cc(-c2ccc3c(c2)OCCO3)oc2ccc(Cl)cc12	5.7%
C/C(=N\NC(=O)c1ccco1)c1ccc(NC(=O)c2cccs2)cc1	6.8%
CSc1ccccc1OCc1cc(C(=O)N2CCCC(C)C2)no1 (centres undefined)	18.5%
Cc1ccc(-n2nnc(-c3ccnc4ccccc34)n2)cc1	14.2%
Cc1ncsc1C(=O)Nc1nc2c(s1)CC(C)CC2 (centres undefined)	12.3%
FC(F)(F)c1ccnc(Oc2ccc(C3=NCCS3)cc2)c1	10.1%
c1ccc(C2=NN(c3ccccc3)CC2)cc1	15.2%
COc1ccc(N/C=C\C(=O)c2ccc3c(c2)OCO3)cc1	5.7%
CCOC(=O)c1ccc(N/C=C/C(=O)C(C)(C)C)cc1	10.8%
c1csc(-c2noc(COc3ccc4c(c3)CCCC4)n2)c1	14.8%
O=C(c1cc(-c2ccccc2O)on1)N1CCCC1	4.7%
Cc1ccccc1NC(=O)C1CCCN1S(=O)(=O)c1ccccc1C(F)(F)F (centres undefined)	1.2%
Cc1cc(/C=N/NC(=O)c2ccccc2F)c(C)n1-c1ccccc1	5.7%
O=c1[nH]c2ccccc2cc1-c1nnn(-c2ccc(F)cc2)n1	8.7%
CN(C)CCN1C(=O)C(=O)/C(=C(/O)c2ccc3c(c2)OCCO3)C1c1ccccn1 (centres undefined)	7.4%
Cc1ccc(C(=O)Nc2ccn(C)n2)cc1	12.0%
COC(=O)c1c(-c2ccc(OC)cc2)sc2ccc(OC)cc12	9.5%
CCOc1cccc(C(=O)Nc2ccc3ccccc3c2)c1	0.0%
COc1ccc(CCNC2CC(=O)N(CCc3ccccc3)C2=O)cc1OC (centres undefined)	0.1%

Continued, starting with the last 2 of the part before.
smiles	AID1053144
CCOc1cccc(C(=O)Nc2ccc3ccccc3c2)c1	0.0%
COc1ccc(CCNC2CC(=O)N(CCc3ccccc3)C2=O)cc1OC (centres undefined)	0.1%
O=c1c2cc(-c3ccccc3)sc2nc2n1CCC2	9.9%
CC(C)(C)c1ccc(SCCc2ccccn2)cc1	17.0%
O=C(N/N=C/c1ccc(N2CCOCC2)cc1)c1ccccn1	4.3%
CC(O)C(NS(=O)(=O)c1ccc(Cl)cc1)C(=O)OCCOc1ccc(F)cc1 (centres undefined)	5.3%
Cc1cc(=O)oc2cc(NS(=O)(=O)c3ccccc3)ccc12	4.8%
Fc1cccc2sc(Nc3nnc(-c4ccco4)o3)nc12	9.9%
Cc1ccc(O)c(N=CC2=C(O)c3ccccc3C2=O)c1	11.1%
Cc1cccc(C(=O)OCC(=O)N2CCCCCC2)c1C	12.1µM*
O=[N+]([O-])c1ccc2nc(-c3ccccc3[N+](=O)[O-])[nH]c2c1	4.7%
COc1cc(Cl)ccc1OCc1cc(C(=O)NCc2cc(C(C)C)no2)no1	12.3%
O=C(NCCc1cccc(Cl)c1)c1ccc2c(c1)OCO2	1.7%
CC(=O)Oc1ccc2c(=O)c(-c3ccccc3)coc2c1	10.1%
COc1ccc(NC2=Nc3ccccc3CC2)cc1	6.6%
CCOC(=O)c1cnc(SCCc2ccccc2)nc1N	15.6%
CSc1nnc(NC(=O)c2ccc(S(=O)(=O)N(C)C)cc2)s1	6.9%
O=C(CCSc1ccccn1)Nc1ccc(Br)cc1	10.9%
O=C(c1ccc(C(F)(F)F)cc1)n1ccc(-c2cccs2)n1	0.8%
Cc1occc1C(=O)N/N=C/c1ccc2c(c1)OCO2	2.2%
CN(CC(=O)Nc1cccc(F)c1)C(=O)CCNC(=O)c1ccco1	1.9%
Cc1cc(SCC(=O)c2ccc(Cl)cc2)nc(=O)[nH]1	8.2%
O=C(NCCOc1ccccc1)c1ccccc1Cl	4.5%
Cc1cnc(NC(=O)COc2ccc3c(c2)CCC3)s1	8.0%
C#CCNC(=O)/C=C/c1ccc(OC)cc1	9.2%
Nc1c(-c2ccc(Cl)cc2)cnc2c(-c3ccc(F)cc3)cnn12	12.4%
Clc1ccc(-c2cc(-c3ccccc3)on2)cc1	10.5%
CCOC(=O)N/C(N)=N/c1nc2ccccc2s1	14.6%
c1ccc2c(c1)ncn2CCCOc1ccc2c(c1)CCC2	2.5%
Nc1ccc(-c2nc3ncccc3o2)c(Cl)c1	10.0%
Cn1ccc(NC(=O)c2ccc(Cl)cc2Cl)n1	12.5%
COc1ccc2oc(=O)c(-c3nc4ccccc4o3)cc2c1	16.9%

Some values from the results shown.
For AID1053144, Cc1cccc(C(=O)OCC(=O)N2CCCCCC2)c1C has 12.1µM*
For AID1053144, Cc1cc(SCC(=O)c2ccc(Cl)cc2)nc(=O)[nH]1 has 8.2%
For AID1053144, CC(C)(C)c1ccc(SCCc2ccccn2)cc1 has 17.0%

Next section:
smiles	AID1053144
O=S(=O)(c1ccc(Cl)s1)N1CCCc2cccc(O)c21	10.1%
CCCCOc1ccc(C(=O)Nc2ccc3c(c2)OCO3)cc1	10.8%
COc1cccc(C(O)c2nc3ccccc3n2C)c1 (centres undefined)	1.5%
COC(=O)C1C(=O)c2c([nH]c(C(=O)OC3CCCCC3)c2C)CC1C (centres undefined)	7.6%
COc1ccc(NC(=O)c2cc3ccccc3cc2O)cc1	12.5%
CCOC(=O)c1c(C)[nH]c(C(C)=NNC(=O)c2cccs2)c1C	9.7%
CC(=O)NC1C(c2nc3ccccc3s2)=C(c2ccccc2)C(=O)N1c1ccc(C)cc1 (centres undefined)	4.0%
O=C(OCC(=O)N1CCN(Cc2ccccc2)CC1)c1cc(Cl)ccc1[N+](=O)[O-]	2.5%
CCOC(=O)c1cnn2c(C)cc(-c3ccccc3)nc12	11.7%
CCOC(=O)c1oc2nc3c(cc2c1N)COC(C)(C)C3	2.6%
CC(C)c1ccc(NC(=O)c2ccccc2NC(=O)C2CCCCC2C(=O)O)cc1 (centres undefined)	15.5µM*
CCOC(=O)C1=C(Nc2ccc(OC)cc2)OCC1=O	1.4%
Cc1cccc(N2CCN(C(=O)CCCOc3ccccc3)CC2)c1C	6.6%
Clc1ccc(OCc2noc(-c3ccsc3)n2)c(Cl)c1	9.8%
Cn1cc(Br)c(C(=O)NNC(=O)c2ccc(Cl)cc2)n1	12.4%
O=C(NC1CC1)c1ccc(-c2cnc3cccnn23)cc1	4.9%
O=C(Nc1ccccc1)c1ccc(C(=O)Nc2ccccc2)nc1	1.1%
CC1Cc2ccccc2N1CC(=O)Nc1ccc(S(N)(=O)=O)cc1 (centres undefined)	8.3%
O=C(c1ccco1)n1nc(-c2ccccc2)nc1SCc1ccccc1	11.7%
COc1cc(Cl)ccc1OCc1cc(C(=O)N2CCCC(OC)C2)no1 (centres undefined)	9.7%
COc1ccc2nc(SCc3cccc(C)c3)nc(C)c2c1	5.8%
COc1ccc(C)cc1NC(=O)C1CCCN1S(=O)(=O)c1ccccc1F (centres undefined)	2.1%
O=c1cc(-c2ccccc2)oc2ccc(Cl)cc12	8.8%
O=C(Nc1ccc2nc(-c3ccco3)[nH]c2c1)c1ccco1	12.9%
O=C(CNC(=O)c1cn2ccccc2n1)Nc1ccc(F)c(F)c1	10.7%
COc1ccc(C(=O)CC(=O)c2ccccc2)cc1	9.2%
CN(C)c1ccc(/C=N/NC(=O)c2ccccc2)cc1	5.9%
Cc1ccc(NC(=O)CCC(=O)c2cccs2)cc1	11.4%
O=C(c1cc2ccccc2[nH]1)N1O[C@@H]2C=C[C@H]1C2	13.9%
Cc1cc(C(=O)Nc2nc3ccc(Cl)cc3s2)nn1C	15.5%

Next section, starting with the last 7 of the part before.
smiles	AID1053144
O=C(Nc1ccc2nc(-c3ccco3)[nH]c2c1)c1ccco1	12.9%
O=C(CNC(=O)c1cn2ccccc2n1)Nc1ccc(F)c(F)c1	10.7%
COc1ccc(C(=O)CC(=O)c2ccccc2)cc1	9.2%
CN(C)c1ccc(/C=N/NC(=O)c2ccccc2)cc1	5.9%
Cc1ccc(NC(=O)CCC(=O)c2cccs2)cc1	11.4%
O=C(c1cc2ccccc2[nH]1)N1O[C@@H]2C=C[C@H]1C2	13.9%
Cc1cc(C(=O)Nc2nc3ccc(Cl)cc3s2)nn1C	15.5%
c1ccc(Nc2ccnc(Nc3ccccc3)n2)cc1	4.6%
COc1ccc2[nH]c(=O)c(CNc3ccccc3C)cc2c1	17.3µM*
CC(C)[C@@H](CO)NC(=O)c1ccc2c3n(nc2c1)-c1ccc(Cl)cc1CO3	9.5%
O=C(NCCO)c1ccc2c3n(nc2c1)-c1ccc(Cl)cc1CO3	12.3µM*
c1ccc(-c2nc3ccccc3s2)nc1	6.8%
O=C(NCc1nnc(SCC(=O)N2CCCc3ccccc32)o1)c1c(F)cccc1Cl	10.2%
O=C(O)c1ccc(-c2noc(-c3cccc(F)c3)n2)cc1	11.6%
CCOC(=O)c1sc(NC(=O)Nc2cccc(Cl)c2)cc1C	-2.2%
Cc1cc(C(=O)COC(=O)c2ccc(O)cc2)c(C)n1CC(F)(F)F	19.3%
CCOc1ccc(N2C(=O)c3ccccc3C2O)cc1 (centres undefined)	18.3%
CN(C)C(=O)c1ccc(-c2cc(C(F)(F)F)nn2C)s1	8.5%
CCOC(=O)N1CCN(C(=O)c2cccc(S(=O)(=O)Nc3ccc(F)cc3)c2)CC1	0.9%
COc1ccc(-c2noc(-c3ccco3)n2)cc1OC	11.8%
O=C(Nc1ccccc1)C1=C[C@@H](C2CC2)C[C@@H](OCc2ccc(CO)cc2)O1	6.4%
COc1cc2cc(C(c3nnnn3C(C)(C)C)N3CCc4ccccc4C3)c(=O)[nH]c2cc1OC (centres undefined)	2.2%
Cc1ccc(C(=O)Nc2ncc(Cc3ccc(F)cc3)s2)o1	12.2%
C=CCN=C1S/C(=C\c2ccc(N(C)C)cc2)C(=O)N1CC=C	20.3%
COc1ccc(/C(N)=N/OC(=O)CSc2ccccc2)cc1OC	11.7%
O=C(NCCc1ccc(F)cc1)Nc1ccc2c(c1)OCO2	9.7%
Fc1ccc2c(Cl)c(-c3nnc(-c4cccs4)o3)sc2c1	-0.5%
COc1ccc(/C(N)=N/OC(=O)C2CCCCC2)cc1	9.9%
O=C(Nc1ccc2c(c1)OCCO2)C1C(c2ccccc2)=Nc2ccccc2N1C(=O)c1cccnc1 (centres undefined)	7.9%
Cc1nn(C(=O)c2cccs2)c(N)c1-c1ccccc1	11.2%
O=C(Nc1ccc2c(c1)CCC2)c1cccs1	4.7%
CCOc1ccc(-c2nnc(-c3ccccc3)n2-c2ccccc2)cc1	12.4µM*
O=C(Cn1nnc2ccccc21)c1ccc(Cl)cc1	9.8%
Clc1ccc(CSc2snnc2-c2ccccc2)c(Cl)c1	5.2%
O=C(N/N=C/c1ccc2c(c1)OCO2)c1ccc(Br)o1	8.5%
O=C(Nc1ccc(Cl)cn1)Nc1ccccc1F	9.6%
O=c1c(-c2ccc(O)cc2)coc2cc(OC3OC(CO)C(O)C(O)C3O)cc(O)c12 (centres undefined)	14.3%
COc1ccc(C(=O)NN/C(=N/S(=O)(=O)c2ccc(C)cc2)c2ccccc2)cc1	7.8%
COC(=O)CNC(=O)Cn1nc(C)c([N+](=O)[O-])c1C	2.0%
O=C(/C=C/c1ccc([N+](=O)[O-])cc1)Nc1cccnc1	10.1%
N/C(=N\OC(=O)COc1ccc2ccccc2c1)c1ccccn1	9.0%
O=c1c2ccccc2nc2c3ccccc3c(NCc3ccccn3)nn12	6.0%
Cc1c(Cl)ccc2sc(NC(=O)c3ccco3)nc12	11.5%
O=C(NC1CCCC1)c1noc2c1CCCCC2	14.5%
O=C(/C=C\c1ccccc1)Nc1nccs1	1.9%
COc1ccc2cc(-c3ccn[nH]3)ccc2c1	4.78µM*
Cc1ccc(S(=O)(=O)/N=C(/Nc2ccc(O)c(C(=O)O)c2)c2ccccc2)cc1	10.6%
Cc1cc(C(=O)Nc2ccc3[nH]ccc3c2)no1	11.6%
COc1cccc(C(=O)Cn2c(Br)nc3c2c(=O)n(C)c(=O)n3C)c1	1.0%
CCCNC(=O)c1cc(-c2ccc3c(c2)OCO3)on1	7.1%
Cn1c(SCc2ccccc2F)nnc1-c1ccccn1	13.6%
COc1cc(C(=O)O/N=C2\C=CC(=O)C(C)=C2)cc(OC)c1OC	16µM*
Nc1ccc2oc(-c3ccccn3)nc2c1	6.9%
COc1cccc(-c2nnc(NC(=O)c3ccco3)s2)c1	6.3%
CC(C)(C)C(=O)N/C(N)=N/c1nc2ccccc2o1	10.7%
Cn1c(NC(=O)/C=C/c2ccccc2)cc(=O)n(C)c1=O	8.9%
COC(=O)c1nn(-c2ccc(C)cc2)c2nnc(Cc3ccccc3)c(=O)n12	1.1%
Cc1sc(NC(=O)c2ccc(Cl)s2)c(C(N)=O)c1C	7.8%
COc1ccc(NC(=O)c2c(NC(=O)CCC(=O)O)sc(-c3ccccc3)c2C)cc1	0.5%
